# Bioassay records (PubChem)
# A-T KAP1 phos = potential ataxia-telangiectasia treatment | […] A-T fibroblasts, KAP-1 phosphorylation AlphaLISA; neocarzinostatin DNA damage 30 min before lysis | Potency, µM (series often up to 57.5 µM), for the others: at the top dose activation, hits mostly activators | hit rate 0.19% among 320,000 | AID 485349; also: potency is read from the fitted curve at half-maximal effect; % of control where 0% means no effect; nearly all actives have a fitted effect of over 45% in size
#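 ATM-like activity read as KAP-1 phosphorylation via AlphaLISA donor/acceptor antibody pairs after lysis and 6 hr at 25C. Cells were ATM-null patient fibroblasts ([…], hTERT), dosed 60 min, then exposed to the DSB inducer NCS for 30 min.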
# GALK inh = inhibitors of human galactokinase | P51570 | Purified GALK, Kinase-Glo residual ATP luminescence | Potency, µM (titrated, usually from 57.5 µM), without a hit: at the top dose activity change, negative = inhibition, hits mostly inhibitors | hit rate 0.007% among 270,000 | AID 1868; also: potency is read from the fitted curve at half-maximal effect; % is scaled to controls: 0 for no effect and ±100 for the full control effect
#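 GALK at 5 nM final was combined with compound, 35 uM ATP and 100 uM galactose in HEPES pH8.0 with MgCl2 and DTT. The reaction ran one hour at room temperature before luminescent ATP detection.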
# TSHR antagonist = human thyrotropin receptor antagonism; P16473; TSHR-expressing cells, TSH-stimulated cAMP HTRF, 2 h; active compounds read low; activity change, negative = inhibition, % at 11.5 µM; hit rate 0.2% among 330,000; AID 504810;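 active = activity change below a set negative limit, meaning inhibition stronger than a set level, cut at about -70% in these data; inconclusive = activity change between two set negative limits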; also: % is scaled to controls: 0 for no effect and ±100 for the full control effect
#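 Competitive HTRF cAMP read-out (cryptate anti-cAMP antibody, cAMP-d2; 30 min, room temperature) in freshly harvested TSHR cells. Compounds added before TSH at EC80 (4nM final), followed by 2 hours' incubation at 37 deg C.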
# BCR signal inh = inhibitors of chronic active B-cell receptor signaling; ABC-DLBCL IkBa-CBG/CBR reporter, luminescence ratio, 4 h; Potency, µM (doses to about 46.1 µM), inactives show at the top dose ratio change, negative = lower green/red ratio, most hits filed as inhibitors; hit rate 0.05% among 340,000; AID 493014; active = well fitted inhibition curve with a large enough effect in the signal ratio, with a control signal flat, not every such curve was filed as active; inconclusive = small, poorly fitted or top-dose-only effect, or effect the other way, or a change in a side signal; the % refers to the signal ratio;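 also: potency is read from the fitted curve at half-maximal effect; plate controls were basal doxycycline-induced cells for no effect and cells given 10 µM MG132 for full effect; MG132 reads +100%, hits lower the ratio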
#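 Cell line TMD8 (human ABC DLBCL), stably expressing tet-inducible CBG68-IkBa fusion and CBR; IMDM/0.5% FBS; cpd up to 46 uM; dox induction, 4 h, 37C/5% CO2; dual luminescence; green/red ratio; MG132 control.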
# Giardia kill = kills Giardia lamblia. AID 540267. activity change, % at 7.66 µM, hits read low. hit rate 0.15% among 340,000. Giardia lamblia trophozoite viability; in the data active = activity change below about -80%; inconclusive = between about -30% and that limit;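 also: parasites exposed to compound for two days anaerobically before the ATP read; % is scaled to controls: 0 for no effect and ±100 for the full control effect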
#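 Giardia lamblia trophozoites (100 cells/well) were incubated with compounds for 48 h at 37 deg C under anaerobic conditions. Viability was read as ATP content by one-step luminescence after 15-30 min at room temperature.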
# KCNH2 WT inh = blocks the wildtype human KCNH2 potassium channel; Q12809; U2OS, BacMam KCNH2, thallium flux FluxOr; active compounds read low; activity change, % at 1.84 µM; hit rate 0.37% among 340,000; AID 720551;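 active = maximum activity change below -70%; inconclusive = maximum activity change between -70% and -50%; inactive = maximum activity change above -50%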; also: % is scaled to controls: 0 for no effect and ±100 for the full control effect
# Target sequence (Q12809 whole entry, looked up): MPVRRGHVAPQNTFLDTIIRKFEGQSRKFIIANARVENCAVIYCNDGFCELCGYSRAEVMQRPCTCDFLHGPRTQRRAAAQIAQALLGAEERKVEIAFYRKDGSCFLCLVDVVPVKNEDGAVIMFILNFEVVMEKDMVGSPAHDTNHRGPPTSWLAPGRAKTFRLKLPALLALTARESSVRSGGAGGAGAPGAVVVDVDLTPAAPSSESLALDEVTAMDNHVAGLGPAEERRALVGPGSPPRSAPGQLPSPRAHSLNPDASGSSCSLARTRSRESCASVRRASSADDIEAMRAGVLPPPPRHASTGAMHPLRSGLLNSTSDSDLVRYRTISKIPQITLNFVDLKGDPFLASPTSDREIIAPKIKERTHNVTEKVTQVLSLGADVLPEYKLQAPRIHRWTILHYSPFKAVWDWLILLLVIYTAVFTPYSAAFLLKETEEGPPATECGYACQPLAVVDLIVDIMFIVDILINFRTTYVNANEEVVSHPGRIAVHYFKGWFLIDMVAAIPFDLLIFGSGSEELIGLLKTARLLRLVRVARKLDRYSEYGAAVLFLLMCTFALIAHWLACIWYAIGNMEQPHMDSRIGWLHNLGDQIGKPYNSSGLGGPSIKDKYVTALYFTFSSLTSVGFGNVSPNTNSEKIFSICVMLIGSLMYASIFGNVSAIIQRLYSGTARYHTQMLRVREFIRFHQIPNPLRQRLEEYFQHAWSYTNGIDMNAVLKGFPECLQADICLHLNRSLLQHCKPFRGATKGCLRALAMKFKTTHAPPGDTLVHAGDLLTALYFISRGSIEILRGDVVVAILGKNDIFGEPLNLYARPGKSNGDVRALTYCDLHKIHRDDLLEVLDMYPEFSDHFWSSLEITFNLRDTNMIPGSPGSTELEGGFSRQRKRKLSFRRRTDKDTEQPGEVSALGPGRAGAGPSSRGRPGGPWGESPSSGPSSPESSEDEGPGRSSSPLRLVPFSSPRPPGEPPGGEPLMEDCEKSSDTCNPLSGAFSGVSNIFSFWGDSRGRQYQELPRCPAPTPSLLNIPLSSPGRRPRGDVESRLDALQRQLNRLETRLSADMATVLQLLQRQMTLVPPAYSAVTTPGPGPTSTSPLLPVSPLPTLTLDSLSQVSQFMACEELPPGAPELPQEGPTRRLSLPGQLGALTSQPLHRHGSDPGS
#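 U2OS cells were transduced with wild-type KCNH2 virus (2.03 x 10^8 / mL) for 4 h at room temperature, then cultured overnight at 37 C. Thallium flux was read with FluxOr dye. Rate constants were normalized to DMSO controls.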
# Tb PFK inh = inhibitors of T. brucei phosphofructokinase. O15648. T. brucei PFK, ADP-Glo luminescence. Potency, µM (highest dose often 57.5 µM), for the others: at the highest dose activity, negative = inhibition, actives largely listed as inhibitors. hit rate 0.17% among 330,000;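 also: potency is read from the fitted curve at half-maximal effect; 0% = uninhibited 1x PFK enzyme wells and -100% = no-enzyme wells; nearly all actives have a fitted effect of over 60% in size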
#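 PFK 1.25 nM, F6P 0.5 mM, ATP 0.1 mM, 0.1 M TEA pH 8.0, 5 mM MgCl2, 0.01% Tween20, 0.1% BSA; 45 min RT. ADP-Glo readout. qHTS titration up to 57 uM; curves fitted, compounds curve-classed.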
# CXXC DNA block = MLL CXXC-DNA interaction inhibition | MLL-CXXC / FITC-HOXA9 DNA fluorescence polarization | Potency, µM (top dose mostly 115 µM), without a hit: top-dose activity change, negative = inhibition, hits mostly inhibitors | hit rate 0.037% among 290,000; active = well fitted inhibition curve with a large enough effect in the polarisation, with a control signal flat, not every such curve was filed as active; inconclusive = small, poorly fitted or top-dose-only effect, or effect the other way, or a change in a side signal; inactive = no such curve, though single readings can be large or run the other way; the % refers to the polarisation; also: potency is read from the fitted curve at half-maximal effect
#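 Steps: dispense CXXC domain solution (7 uM) → pin compounds or unlabeled HOX-A9 DNA control → 5 min ambient → add FLSN-HOX-A9 solution (50 nM) → spin → 30 min ambient → fluorescence polarization. Tris pH 7.5/NaCl/DTT/BSA buffer.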
# TCR activator = T cell receptor activation; primary human leukocytes, anti-CD3, IL-2 HTRF, 48 h; Potency, µM (titrated, usually from 9.22 µM), inactives show at the highest dose activation of IL-2 secretion, usual class: activators; 330,000 tested, under 10 active; also: % of control where 0% means no effect
#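 Human primary leukocytes + a-CD3 beads + cpd, 48 hr; IL-2 in supernatant by HTRF (ex 320nm / em 665nm). No co-stimulatory signal supplied.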
# Coupling enz = inhibits coupling enzyme system, counter-screen for aldolase hits | activity change, negative = inhibition, % at 58.2 µM, hits read low | hit rate 0.67% among 290,000 | coupling enzyme system counterscreen, AmpLite Red fluorescence; in the data active = activity change below about -30%; also: % is scaled to controls: 0 for no effect and ±100 for the full control effect
#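 Counterscreen of the coupled detection system alone, without aldolase: glyceraldehyde-3-phosphate coupling enzymes plus AmpLite Red readout. Compounds at 57.5 uM final, 10 min RT preincubation, 20 min RT reaction, fluorescence 525/598 nm.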
# * hit, by the source's call; i = inactive; ? = inconclusive; · = not tested or not shown; [ ] = dose if it differs, or a comment. Unless noted, calls follow the shape of the dose curve; as a rule, active = well fitted curve in the direction sought with a large enough effect; inconclusive = small, poorly fitted or top-dose-only effect, or another doubt; inactive = no such curve, though single readings can be large; an effect the other way counts as inactive or inconclusive.
SMILES,A-T KAP1 phos,GALK inh,TSHR antagonist,BCR signal inh,Giardia kill,KCNH2 WT inh,Tb PFK inh,CXXC DNA block,TCR activator,Coupling enz
Cc1ccc(S(=O)(=O)NCC(=O)OCC(=O)NC(=O)NC2CCCC2)cc1,-25%,0%,9,?,6,12,-1%,2%,2%,0
Cc1ccc(C(=O)c2ccccc2C(=O)OCC(=O)N2CCCC2)cc1,-9%,·,19,0%,-28,-3,-2%,·,11%[46.1 µM],·
Nc1ncc(Br)cc1S(=O)(=O)NC1CCCCC1,-6%,-10%,-1,11%,-14,5,1%,17%,-3%,-1
c1ccc(-n2nnc3ccccc32)cc1,-2%,·,-4,11%,-9,-4,0%,-5%,-1%,0
CN(Cc1ccccc1)Cc1c[nH]c2ccccc12,5%,0%,0,7%,4,2,-1%,1%,3%,0
CCC(=O)Oc1ccc2oc(=O)cc(C)c2c1,-3%,1%,4,-1%,3,4,-3%,27%,0%[46.1 µM],1
CCC(C)NC(=O)CSc1nnc(-c2ccncc2)n1-c1ccc(OC)cc1 (stereo not drawn),-4%,1%,2,-2%,-6,2,1%,3%,7%,5
COc1c(C)cc(C(=O)C2CCCN(Cc3ccc(Oc4ncccn4)cc3)C2)cc1C (stereo not drawn),3%,-1%,-9,?,32[activator],11,0%,6%,1%,1
Cc1cccc(Oc2nccc(C(F)(F)F)c2C(=O)Nc2ccc(F)cc2F)c1,6%,-1%,-4,-2%,-21,-3,3%,4%,6%,-1
Cc1ccc(-c2nnc(SC(C)C(=O)NCC3CCCO3)nc2-c2ccc(C)cc2)cc1 (stereo not drawn),-3%,·,9,-8%,21,-7,-17%,·,-3%,·
CC(C)(C)NC(=O)C(=O)NN=C1CCCCCCCCCCC1,-2%,0%,14,2%,15,-15,-1%,4%,3%,-1
CNc1nnc(-c2ccc(C)cc2)c2ccccc12,5%,0%,-4,?,1,-10,-2%,-1%,-2%,-1
Cc1cc(NC(=O)COC(=O)C2CSC3(C)CCC(=O)N23)ccc1Br (stereo not drawn),3%,·,·,0%,0,-8,1%,·,4%,·
Cc1ccc(S(=O)(=O)NCCSc2nnnn2C)cc1,1%,1%,3,9%,-4,-12,1%,-1%,-5%,1
N#CCc1nc2ccc(S(=O)(=O)N3CCOCC3)cc2s1,3%,-3%,-12,2%,-9,-5,-1%,29%,7%,1
Cc1cc(C)c(S(=O)(=O)N2CCN(c3ccc([N+](=O)[O-])c(-n4nc(C)cc4C)c3)CC2)c(C)c1,-8%,3%,0,?,-20,-17,-6%,-5%,-1%,-2
Cc1ccnc(NC(=O)CCCOc2ccccc2)c1,4%,-1%,4,6%,5,i,-2%,5%,0%,1
N=C1/C(=C\c2ccc(OC(=O)c3ccco3)cc2)C(=O)N=C2SC(N3CCCCC3)=NN12,-13%,·,-14,5%,7,3,2%,·,9%,6
O=C(C(Cl)c1ccccc1)N1CCOCC1 (stereo not drawn),7%,-1%,-16,2%,-14,-5,1%,11%,3%,1
O=S1(=O)CC=C(CSc2nc3ccccc3[nH]2)C1,-1%,9%,1,-1%,-6,-2,-4%,5%,-3%,1
CCn1c2c(c(=N)c3ccccc31)CCC2,-12%,6%,-5,13%,3,4,-2%,-4%,6%,0
CCc1ccccc1N1CC23C=CC(O2)C(C(=O)OC)C3C1=O (stereo not drawn),7%,3%,27,9%,10,13,2%,-1%,4%,1
O=C(CCN1C(=O)c2ccccc2C1=O)N1CCN(C(=O)c2ccccc2)CC1,-1%,0%,10,0%,10,-17,6%,-4%,5%,3
O=C1NC2(CCCCC2)C(=O)N1CC(=O)N1CCc2ccccc21,-2%,·,-4,2%,-1,1,3%,·,-2%,·
O=C(CSc1ccccc1)Nc1cccc(S(=O)(=O)N2CCCCC2)c1,6%,·,-12,0%,15,-3,1%,·,-6%,·

# 3 entries picked at random from those above:
SMILES,A-T KAP1 phos,GALK inh,TSHR antagonist,BCR signal inh,Giardia kill,KCNH2 WT inh,Tb PFK inh,CXXC DNA block,TCR activator,Coupling enz
COc1c(C)cc(C(=O)C2CCCN(Cc3ccc(Oc4ncccn4)cc3)C2)cc1C (stereo not drawn),3%,-1%,-9,?,32[activator],11,0%,6%,1%,1
Cc1ccc(S(=O)(=O)NCC(=O)OCC(=O)NC(=O)NC2CCCC2)cc1,-25%,0%,9,?,6,12,-1%,2%,2%,0
Cc1cccc(Oc2nccc(C(F)(F)F)c2C(=O)Nc2ccc(F)cc2F)c1,6%,-1%,-4,-2%,-21,-3,3%,4%,6%,-1

# Other entries follow:
SMILES,A-T KAP1 phos,GALK inh,TSHR antagonist,BCR signal inh,Giardia kill,KCNH2 WT inh,Tb PFK inh,CXXC DNA block,TCR activator,Coupling enz
Cc1c(/C=N/NC(=O)c2ccc3c(c2)OCO3)cnn1C,-2%,-2%,-5,?,2,-9,14%,-13%,-6%,1
C[C@@H]1COC(=O)[C@H](Cc2ccc(F)cc2)CC/C=C/C[C@@H](CC(=O)N[C@@H](CO)Cc2ccccc2)C(=O)N1,7%,·,-8,0%,-9,-5,10%,·,-3%,·
Cc1cc(C)n(CC(=O)NNC(=O)COc2ccc(Cl)cc2Cl)n1,4%,·,2,?,-3,-16,-12%,·,·,·
Cc1nc2c(C(=O)NCc3ccco3)cnn2c(C)c1Cc1ccc(F)cc1Cl,7%,3%,0,5%,1,-5,2%,-12%,-2%,7
CCc1nnc(NC(=O)COc2ccc3c(c2)OCO3)s1,5%,0%,7,-4%,-22,-9,-14%,-2%,5%,-1
Nc1nc2n(n1)C(=O)CC(c1ccc(Cl)cc1)N2 (stereo not drawn),-5%,0%,-3,1%,4,-2,-1%,2%,-5%,-1
COc1cccc(/C=C2\SC(=N)N(c3ccc(F)cc3)C2=O)c1,0%,-1%,0,-4%,11,2,-1%,2%,5%,3
COc1ccc(NC(=O)CN2C(=O)NC3(CCCCC3C)C2=O)cc1S(=O)(=O)N1CCOCC1 (stereo not drawn),2%,·,4,-1%,9,-5,0%,·,1%[46.1 µM],·
N#CC(C#N)=C1C=C2C=C(N3CCCCC3)CCC2CC1 (stereo not drawn),7%,0%,-18,9%,-1,?,4%,?,-2%[46.1 µM],2
NC(=O)NC(CC(=O)NNC(=O)c1cccs1)c1ccc(Cl)cc1 (stereo not drawn),-1%,·,1,-1%,-2,22,-2%,·,2%,·
COc1cccc(/C=N/NC(=O)c2ccc(N(C)S(=O)(=O)c3ccccc3)cc2)c1OC,1%,-1%,-7,-16%,-5,9,-9%,3%,1%,0
O=C(NCc1ccccn1)C(=O)NN=C1CCCCCCC1,-5%,5%,4,4%,28,5,-2%,?,1%,0
C/C(=N\NC(N)=S)c1ccncc1,-7%,-1%,8,1%,11,-1,0%,1%,1%,2
CN(C)C(=O)C1OC(C)(C)OC1C(=O)N(C)C (stereo not drawn),2%,-1%,8,-4%,-6,-1,-2%,26%,·,0
Cc1ccc(N=C2CSC(=O)N2)cc1,-4%,0%,21,-4%,-21,-8,0%,-5%,-1%,1
CC1=CC(C)(C)N(C(=O)CSc2nncn2C)c2ccccc21,-2%,0%,7,-14%,3,8,-5%,0%,-2%[46.1 µM],-4
COc1ccc(-c2[nH]ncc2CN2CCSCC2)c(OC)c1,-2%,-1%,1,?,1,0,-2%,0%,9%,-2
CCN(Cc1ccccc1)S(=O)(=O)c1ccc(S(=O)(=O)N2CCN(CCC#N)CC2)cc1,7%,-3%,4,?,5,0,0%,-1%,-2%,1
NS(=O)(=O)c1ccc(NC(=O)CCC2CCCCC2)cc1,-7%,-2%,-1,?,9,-2,-1%,-1%,-8%,-1
COc1ccc(CN2CCNC(=O)C2CC(=O)NCCCC2CCCC2)c(C)c1C (stereo not drawn),3%,-2%,-4,3%,-7,8,-2%,?,0%,0
CN(Cc1ccccc1)CC(O)COc1ccc(CNCc2cc3ccccc3s2)cc1 (stereo not drawn),-1%,-1%,16,?,0,-11,-1%,13%,-5%,0
COc1cc(NC(=O)C(C)Oc2ccccc2)c(C(=O)O)cc1OC (stereo not drawn),1%,-3%,3,?,6,-4,5%,-1%,3%,-3
CCC(=O)c1cc(F)ccc1OCC(=O)N1CCN(c2ccc(F)cc2)CC1,7%,0%,13,-27%,-13,10,3%,1%,3%,0
O=C(NC1CCCC1)C(=O)c1c[nH]c2ccccc12,14%,-6%,5,?,2,1,1%,-4%,-1%,·
CN1CCC(=NNC(=O)C(=O)NC2CCCCC2)CC1,·,1%,11,-19%,22,8,-3%,1%,4%,1
CCOc1ccc(CN2CCN(Cc3cc4ccccc4[nH]3)CC2CCO)cc1 (stereo not drawn),3%,8%,10,10%,15,?,-5%,?,7%,-3
CCOC(=O)c1cccc(NC(=S)NC(=O)c2cccnc2)c1,5%,-2%,45,?,0,-2,-2%,-5%,0%,4
CCOc1ccc(C(=O)Nc2ccc3c(c2)OCCO3)cc1,4%,2%,-10,0%,?,-23,-6%,4%,0%,-4
